TrxR1 substrate: substrates of rat thioredoxin reductase 1. O89049. purified TrxR1 substrate turnover, NADPH consumption readout. Potency, µM (titrated, usually from 114 µM), inactives show at the highest dose activity change, negative = substrate turnover. 390,000 compounds, 0.01% hits. AID 588456; further: potency means the concentration at half of the fitted maximal effect; on the % scale 0 is the no-effect control and ±100 the full control effect; nearly all actives have a fitted effect of over 50% in size
Target sequence (O89049 whole entry, looked up): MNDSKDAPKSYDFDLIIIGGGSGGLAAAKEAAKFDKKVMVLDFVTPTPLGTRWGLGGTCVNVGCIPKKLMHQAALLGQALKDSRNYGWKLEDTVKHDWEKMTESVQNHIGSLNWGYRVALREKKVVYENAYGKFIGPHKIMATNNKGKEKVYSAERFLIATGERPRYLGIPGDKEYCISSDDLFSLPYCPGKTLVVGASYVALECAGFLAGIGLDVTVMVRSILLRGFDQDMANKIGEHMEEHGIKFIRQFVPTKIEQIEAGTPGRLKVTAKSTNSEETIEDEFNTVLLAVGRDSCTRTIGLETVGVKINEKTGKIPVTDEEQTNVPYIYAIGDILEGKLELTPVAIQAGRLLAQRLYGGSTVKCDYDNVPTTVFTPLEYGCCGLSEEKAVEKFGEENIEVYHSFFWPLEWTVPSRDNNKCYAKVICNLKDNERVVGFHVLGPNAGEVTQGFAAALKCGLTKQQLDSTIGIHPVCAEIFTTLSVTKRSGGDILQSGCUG
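Rat TrxR1, dispensed at 90 nM, was prereduced with 400 uM NADPH (final) for 5 min at ~22 deg C, then incubated with compound 15 min before 400 uM selenite. A first-read NADPH fluorescence drop versus no-compound background flagged substrates.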
TRHR agonist: TRH receptor (human) agonism. P34981. TRHR cells, calcium flux fluo-8, FDSS agonist mode. activation, % at 2 µM. 360,000 compounds, 0.18% hits. AID 493084; in the data active means activation above about 30%; further: 0% is about no effect
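TRHR-expressing cells loaded with fluo-8 calcium dye; 23 nL library compound pin-transferred, kinetic FDSS fluorescence (Ex 480/Em 530) recorded about 180 s for agonist-induced calcium release, before a 10 nM TRH EC20 addition for potentiator mode.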
D2 ag: D2 dopamine receptor (human) agonism; P14416; HEK293 T-REx D2 cells, calcium flux agonist mode; activation, % at 2 µM; 340,000 compounds, 0.53% hits;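 active means activation over 3 SD above normal in the single-dose calcium agonist read, cut at about 30% in these data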; further: 0% is about no effect
Target sequence (P14416 whole entry, looked up): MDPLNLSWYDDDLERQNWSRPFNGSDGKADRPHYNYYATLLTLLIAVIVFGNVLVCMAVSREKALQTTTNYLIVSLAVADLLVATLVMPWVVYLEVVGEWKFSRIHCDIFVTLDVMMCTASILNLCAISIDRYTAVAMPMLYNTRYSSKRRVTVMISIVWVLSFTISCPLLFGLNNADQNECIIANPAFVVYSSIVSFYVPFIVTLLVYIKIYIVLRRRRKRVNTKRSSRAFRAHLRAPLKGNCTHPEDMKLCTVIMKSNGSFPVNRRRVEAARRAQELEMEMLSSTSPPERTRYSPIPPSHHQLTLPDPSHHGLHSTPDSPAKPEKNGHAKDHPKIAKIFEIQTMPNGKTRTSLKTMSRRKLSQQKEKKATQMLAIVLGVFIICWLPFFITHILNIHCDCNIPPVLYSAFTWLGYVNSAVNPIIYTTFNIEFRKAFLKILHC
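Tetracycline-induced HEK293 Trex cells with D2 receptor force-coupled to calcium signaling, plated overnight at 30 C and loaded with no-wash calcium dye. Calcium flux read kinetically for 180 s after compound addition; responses flag agonists.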
D2 antag: antagonists of human D2 dopamine receptor. P14416. 340,000 compounds, 2% hits. inhibition, % at 10 µM. AID 485344. HEK293 TREx D2 cells, calcium flux, dopamine EC80; in the data active means inhibition above about 30%; further: 0% is about no effect
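Calcium mobilization kinetics were recorded at 1 s intervals in tetracycline-induced HEK293 T-REx D2 cells, first for 180 s after compound addition and then 180 s after EC80 dopamine.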
USP1-UAF1 inh: blocks the human USP1/UAF1 deubiquitinase complex | Potency, µM (series often up to 57.1 µM), for the others: at the top dose activity change, negative = inhibition, actives largely listed as inhibitors | 390,000 compounds, 0.23% hits | O94782 | recombinant USP1/UAF1, Ub-Rhodamine cleavage fluorescence; further: potency means the concentration at half of the fitted maximal effect; on the % scale 0 is the no-effect control and ±100 the full control effect; nearly all actives have a fitted effect of over 60% in size; inactives centre near -12
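USP1/UAF1 complex (1 nM) preincubated 15 min at room temperature with compound, then Ub-Rho substrate (150 nM final) added. Kinetic fluorescence at 480/540 nm over 6 reads at 60 s intervals; 50 mM HEPES pH 7.8, 0.5 mM EDTA, 0.1 mg/ml BSA, 1 mM TCEP, 0.01% Tween-20.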
Pin1 inhibitor: inhibitors of human Pin1. Q13526. Pin1 FP peptide displacement, HiFluor488, 10 min. Potency, µM (highest dose often 115 µM), without a hit: at the highest dose activity, negative = inhibition, hits mostly inhibitors. 390,000 compounds, 0.009% hits. AID 504891; active means well fitted inhibition curve with a large enough effect in the polarisation, with a control signal flat, not every such curve was filed as active; inconclusive means small, poorly fitted or top-dose-only effect, or effect the other way, or a change in a side signal; inactive means no such curve, though single readings can be large or run the other way; the % refers to the polarisation; further: potency means the concentration at half of the fitted maximal effect; on the % scale 0 is the no-effect control and ±100 the full control effect
IDH1 R132H inh: human IDH1 R132H inhibition; Potency, µM (series often up to 76.6 µM), inactives show at the top dose activity change, negative = inhibition, hits mostly inhibitors; O75874; 390,000 compounds, 0.093% hits; IDH1-R132H enzyme, NADPH consumption, diaphorase/resazurin fluorescence; further: potency means the concentration at half of the fitted maximal effect; on the % scale 0 is the no-effect control and ±100 the full control effect; nearly all actives have a fitted effect of over 65% in size
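IDH1-R132H (0.5 ug/mL) preincubated 30 min with compound, then NADPH (0.016 mM) and alpha-KG (2 mM) added; 80 min at RT, pH 7.5. Remaining NADPH coupled via diaphorase/resazurin to fluorescence (540/590 nm); concentration-response curves normalized to no-enzyme control.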
rTrxR1 inhibitor: blocks rat thioredoxin reductase 1; O89049; recombinant rTrxR1, NADPH fluorescence consumption, selenite substrate; Potency, µM (highest dose often 114 µM), inactives show at the highest dose activity change, negative = inhibition, most hits filed as inhibitors; 390,000 compounds, 1% hits; further: potency means the concentration at half of the fitted maximal effect; on the % scale 0 is the no-effect control and ±100 the full control effect; nearly all actives have a fitted effect of over 65% in size
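Rat TrxR1 (90 nM in the dispensed reagent) was pre-reduced with 400 uM NADPH for 5 min at room temperature, then incubated with compound for 15 min. After 400 uM selenite was added, NADPH fluorescence (Ex 340/Em 450 nm) was followed for 8 min.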
TRHR PAM: TRH receptor (human) allosteric enhancement. 360,000 compounds, 0.66% hits. AID 493056. enhancement, % at 2 µM. TRHR cells, fluo-8 calcium fluorescence, EC20 TRH enhancement; in the data active means enhancement above about 30%; further: 0% is about no effect
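TRHR-expressing cells loaded with fluo-8 calcium dye were read kinetically (ex 480/em 530) during compound addition, then stimulated with an EC20 of TRH (10 nM final). Enhancement of the Gq-mediated intracellular calcium response was scored.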
An asterisk follows results filed as active; & = joins results of further samples; ! = not active in a repeat; [ ] = another dose, or the depositor's remark. Unless noted, the call rests on the fitted dose curve; in most records, active means well fitted inhibition curve with a large enough effect; inconclusive means small, poorly fitted or top-dose-only effect; inactive means no such curve, though single readings can be large or run the other way. A portion of the library. The share of hits here may be higher or lower than overall.

How did Cc1ccc2c(c1)CC1(CN2C)C(=O)OC(C)(C)OC1=O do in these assays?
TrxR1 substrate: 1.9%&13.2%; TRHR agonist: -0.5; D2 ag: -0.5; D2 antag: 4.7; USP1-UAF1 inh: -14.4%; Pin1 inhibitor: inconclusive; IDH1 R132H inh: 11.0%; rTrxR1 inhibitor: 20µM*!; TRHR PAM: 2.4

Results for CCCOC(=O)CC1C(=O)NCCN1C(=O)OC(C)(C)C (configuration not stated) ?
TrxR1 substrate: 9.6%; TRHR agonist: 3.2; D2 ag: 0.1; D2 antag: 3.1; USP1-UAF1 inh: -12.0%; Pin1 inhibitor: 2.1%; IDH1 R132H inh: 9.6%; rTrxR1 inhibitor: 29.3%[57.1 µM]; TRHR PAM: -6.2

How did Nc1nonc1-c1noc(COc2ccccc2Cl)n1 do in these assays?
TrxR1 substrate: -5.9%; TRHR agonist: -1.1; D2 ag: 1.4; D2 antag: 5.4; USP1-UAF1 inh: -21.4%; Pin1 inhibitor: 2.4%; IDH1 R132H inh: 0.4%; rTrxR1 inhibitor: -5.3%; TRHR PAM: -2.0

Results for CCN1CCN(c2ncc3c(n2)CC(c2ccccc2O)CC3=O)CC1 (configuration not stated) ?
TrxR1 substrate: -1.5%[57.1 µM]; TRHR agonist: 0.6; D2 ag: -0.2; USP1-UAF1 inh: -25.0%; Pin1 inhibitor: -0.9%; IDH1 R132H inh: -10.6%; rTrxR1 inhibitor: 20.2%[57.1 µM]; TRHR PAM: -2.9

How did CCC(=O)OCC(=O)[C@@]1(OC(=O)CC)[C@@H](C)C[C@H]2[C@@H]3CCC4=CC(=O)C=C[C@]4(C)[C@@]3(Cl)[C@@H](O)C[C@@]21C do in these assays?
TrxR1 substrate: 3.2%; TRHR agonist: -0.3; D2 ag: 1.9; D2 antag: -13.5; USP1-UAF1 inh: -24.5%; Pin1 inhibitor: inconclusive; IDH1 R132H inh: inconclusive; rTrxR1 inhibitor: 22.0%; TRHR PAM: -0.5

How did O=C1CCCCN1CCC(=O)N1CCCC(Nc2ccc(F)c(F)c2)C1 (configuration not stated) do in these assays?
TrxR1 substrate: 3.7%; TRHR agonist: 0.7; D2 ag: 0.3; D2 antag: 12.5; USP1-UAF1 inh: -19.4%; Pin1 inhibitor: -3.0%; IDH1 R132H inh: 7.3%; rTrxR1 inhibitor: 7.0%; TRHR PAM: -7.0

Results for COC(=O)CC1=C(C(=O)OC)[C@@H](c2ccccc2[N+](=O)[O-])C(C#N)=C(N)O1 ?
TrxR1 substrate: 6.3%[57.1 µM]; TRHR agonist: 0.3; D2 ag: -0.3; D2 antag: 1.7; USP1-UAF1 inh: -19.2%; Pin1 inhibitor: 10.5%; IDH1 R132H inh: -2.3%; rTrxR1 inhibitor: 0.4%[57.1 µM]; TRHR PAM: -1.4

Results for COc1ccccc1NC(=O)C(C)N1CCN(C/C=C/c2ccccc2)CC1 (configuration not stated) ?
TrxR1 substrate: 8.2%[57.1 µM]; TRHR agonist: -0.3; D2 ag: -0.1; D2 antag: 1.8; USP1-UAF1 inh: -1.0%; Pin1 inhibitor: 2.8%; IDH1 R132H inh: 4.3%; rTrxR1 inhibitor: -12.1%; TRHR PAM: -2.4

How did CCOc1ccc(S(=O)(=O)Nc2ccc3c(c2)OCO3)c2cccnc12 do in these assays?
TrxR1 substrate: 1.4%; TRHR agonist: -0.7; D2 ag: -0.6; D2 antag: -2.2; USP1-UAF1 inh: -7.1%; Pin1 inhibitor: -5.9%; IDH1 R132H inh: -3.5%; rTrxR1 inhibitor: 4.0%; TRHR PAM: 1.7

How did O=C(Nc1cc(C(=O)Nc2ccccc2C(=O)O)cc(C(=O)Nc2ccccc2C(=O)O)c1)c1ccccc1 do in these assays?
TrxR1 substrate: -4.7%; TRHR agonist: 6.2; D2 ag: -0.5; D2 antag: 11.7; USP1-UAF1 inh: inconclusive; Pin1 inhibitor: inconclusive; IDH1 R132H inh: 3.6%; rTrxR1 inhibitor: -4.1%; TRHR PAM: -8.9

Results for COc1ccc(CN2CCSc3sccc3C2=O)cc1 ?
TrxR1 substrate: 0.5%; TRHR agonist: -1.4; D2 ag: -0.9; D2 antag: 8.3; USP1-UAF1 inh: 2.9%; Pin1 inhibitor: 0.5%; IDH1 R132H inh: -1.3%; rTrxR1 inhibitor: 6.0%; TRHR PAM: -3.6

Results for CC(O/N=C/c1ccc(OC(F)F)cc1)C(=O)Nc1cccc(S(=O)(=O)N2CCOCC2)c1 (configuration not stated) ?
TrxR1 substrate: -1.7%; TRHR agonist: -0.2; D2 ag: 2.1; D2 antag: -20.5; USP1-UAF1 inh: -22.4%; Pin1 inhibitor: 8.5%; IDH1 R132H inh: 0.2%; rTrxR1 inhibitor: 11.6%; TRHR PAM: -3.8

How did N#Cc1c(NCCCO)nc(-c2ccccc2)c2c1CCCC2 do in these assays?
TrxR1 substrate: 27.8%; TRHR agonist: -0.2; D2 ag: 0.6; D2 antag: 8.7; USP1-UAF1 inh: -21.8%; Pin1 inhibitor: -2.3%; IDH1 R132H inh: -0.7%; rTrxR1 inhibitor: -3.8%; TRHR PAM: 3.9

How did C[C@H](CO)N1C[C@H](C)[C@@H](CN(C)C(=O)Nc2ccccc2)Oc2ccc(NC(=O)C3CCCCC3)cc2C1=O do in these assays?
TrxR1 substrate: 10.4%; USP1-UAF1 inh: -32.9%; Pin1 inhibitor: 1.1%; IDH1 R132H inh: -12.3%; rTrxR1 inhibitor: 11.6%

What do the screens show for `CCOc1ccccc1NC(=S)N(CCN(C)C)C(C)c1ccncc1` (configuration not stated)?
TrxR1 substrate: 3.6%; TRHR agonist: -3.5; D2 ag: -1.3; D2 antag: -15.2; USP1-UAF1 inh: -14.8%; Pin1 inhibitor: 6.5%; IDH1 R132H inh: 12.5%; rTrxR1 inhibitor: -2.5%; TRHR PAM: 7.0

Results for CN(CC(=O)NCc1ccco1)S(=O)(=O)c1cccc2cccnc12 ?
TrxR1 substrate: 1.6%; TRHR agonist: 0.1; D2 ag: 0.1; D2 antag: 14.1; USP1-UAF1 inh: -20.0%; Pin1 inhibitor: -3.7%; IDH1 R132H inh: -4.8%; rTrxR1 inhibitor: -31.6%; TRHR PAM: 3.5

How did Cn1cc(Br)c(C(=O)Nc2nccs2)n1 do in these assays?
TrxR1 substrate: -4.8%; TRHR agonist: -0.5; USP1-UAF1 inh: -20.8%; Pin1 inhibitor: -2.5%; IDH1 R132H inh: 0.4%; rTrxR1 inhibitor: -4.0%; TRHR PAM: 0.4

Results for Cc1ccc(C)n1-c1nccc(-c2cccs2)n1 ?
TrxR1 substrate: 36.9%[activator]; TRHR agonist: -0.2; D2 ag: -0.1; D2 antag: -1.6; USP1-UAF1 inh: -24.0%; Pin1 inhibitor: -7.7%; IDH1 R132H inh: 3.7%; rTrxR1 inhibitor: -14.9%; TRHR PAM: -4.2

How did COc1ccc(CNC(=O)c2ccc(C(C)C)cc2)cc1 do in these assays?
TrxR1 substrate: -8.2%[57.1 µM]; TRHR agonist: -1.4; D2 ag: 0.7; D2 antag: 0.8; USP1-UAF1 inh: 0.6%; Pin1 inhibitor: 3.1%; IDH1 R132H inh: -6.5%; rTrxR1 inhibitor: 6.1%; TRHR PAM: -2.5

What do the screens show for `CCCn1cnc2sc(CC)cc2c1=O`?
TrxR1 substrate: -13.2%; TRHR agonist: 0.1; D2 ag: 2.2; D2 antag: -13.8; USP1-UAF1 inh: 0.3%; Pin1 inhibitor: -2.7%; IDH1 R132H inh: -1.8%; rTrxR1 inhibitor: -13.7%; TRHR PAM: 3.9

Results for C[C@H]1CN(CCc2ccccc2)C(=O)[C@@H]1CC(=O)NCc1ccccc1 ?
TrxR1 substrate: 7.8%[57.1 µM]; TRHR agonist: 0.8; D2 ag: -0.1; D2 antag: 9.1; USP1-UAF1 inh: -22.3%; Pin1 inhibitor: 3.8%; IDH1 R132H inh: -11.6%; rTrxR1 inhibitor: 8.1%[57.1 µM]; TRHR PAM: -2.0

Results for CCOC(=O)C1CCCN(S(=O)(=O)c2ccccc2)C1 (configuration not stated) ?
TrxR1 substrate: 3.7%; TRHR agonist: 0.3; D2 ag: 0.2; D2 antag: 12.0; USP1-UAF1 inh: -2.1%; Pin1 inhibitor: -5.3%; IDH1 R132H inh: 9.2%; rTrxR1 inhibitor: 13.4%; TRHR PAM: 10.0

What do the screens show for `O=C(NCC1CCCO1)/C(=C\c1ccccc1)NC(=O)c1ccccc1` (configuration not stated)?
TrxR1 substrate: 0.5%[57.1 µM]; TRHR agonist: -0.2; D2 ag: 0.0; D2 antag: 13.0; USP1-UAF1 inh: -2.4%; Pin1 inhibitor: 1.0%; IDH1 R132H inh: -8.8%; rTrxR1 inhibitor: 7.1%[57.1 µM]; TRHR PAM: -5.1

Results for O=C(OCC(=O)N1CCOCC1)c1ccc2ccccc2c1 ?
TrxR1 substrate: 13.6%; TRHR agonist: 0.4; D2 ag: 0.3; D2 antag: -1.0; USP1-UAF1 inh: -17.2%; Pin1 inhibitor: 0.2%; IDH1 R132H inh: -5.1%; rTrxR1 inhibitor: 28.3%; TRHR PAM: 2.1

What do the screens show for `Cc1ccc(OCC(=O)N/N=C2\CC(=O)CC(C)(C)C2)c(Br)c1`?
TrxR1 substrate: 5.4%; TRHR agonist: 0.2; D2 ag: -0.9; D2 antag: -7.7; USP1-UAF1 inh: -23.7%; Pin1 inhibitor: -12.5%; IDH1 R132H inh: -3.9%; rTrxR1 inhibitor: -10.7%; TRHR PAM: 3.4

Screens (PubChem BioAssay)
